Assay outcomes: PubChem, Vanderbilt High Throughput Screening Facility
Cav3 T inh: human Cav3.2 channel inhibition, primary screen; O95180; Cav3.2-expressing cells, Fluo-4 calcium fluorescence FDSS; hits give low values; B-score at 10 µM; 100,000 compounds, 4% hits;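 active means single-dose well whose peak fluorescence ratio is a statistical outlier from its plate by either plate-standardised score or position-corrected B-score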
Numbers without * were called inactive. An excerpt. The share of hits here may be higher or lower than overall.

Screening COc1cccc(N(C(=O)c2ccco2)c2nc(-c3sc(NC(=O)c4ccco4)nc3C)cs2)c1 returned Cav3 T inh 0.64.
`CC1CCCC(NC(=O)COC(=O)Cc2ccsc2)C1C` (configuration not stated) gave Cav3 T inh 0.21.
O=[N+]([O-])c1ccc(Oc2ccc(F)cc2)c2ccncc12 was read as Cav3 T inh -1.
CC(C)NC(=S)Nc1ccc(Oc2ccccc2)cc1 was read as Cav3 T inh -4.7*.
For CCN(CC)C(=O)c1c2c(nc3ccccc13)-c1ccccc1CC2 the results were Cav3 T inh -4.9*.
For NC1CCCCC1N=Cc1c(O)n(CCc2ccc(F)cc2)c(=O)[nH]c1=O (configuration not stated) the results were Cav3 T inh -1.5.
Cc1nn(-c2ccccc2)c2nc(-c3ccncc3)cc(C(=O)NCc3ccco3)c12 was read as Cav3 T inh -0.079.
`CCOC1CS(=O)(=O)CC1OCC` (configuration not stated) gave Cav3 T inh 0.098.
Screening CCCCCn1c(N)c(-c2nc3ccccc3s2)c2c([N+](=O)[O-])nn(C)c(=O)c21 returned Cav3 T inh -0.74.
Nc1nc(CSc2n[nH]c(-c3ccccc3)n2)nc(Nc2ccccc2)n1 was read as Cav3 T inh -0.68.
Screening CCc1ccc(CNC(=O)CN2C(=O)COc3ccccc32)cc1 returned Cav3 T inh -0.62.
`CCOc1ccc(N=c2scc(-c3ccc(OC)cc3)n2CCO)cc1` gave Cav3 T inh 0.0064.
`O=C(Nc1ccccc1)c1ccc2c(c1)OCO2` gave Cav3 T inh -0.86.
CC[C@@H]1CC=C[C@H]2[C@H]1C(=O)N(Cc1ccccc1)[C@H]2c1ccc(C(F)(F)F)cc1 was read as Cav3 T inh -1.7.
O=C(C1CCN(C2CC(=O)N(c3cccc(Cl)c3)C2=O)CC1)N1CCCCCC1 (configuration not stated) was read as Cav3 T inh 0.039.
`O=C(Nc1ncc(Cc2ccccc2)s1)c1cccs1` gave Cav3 T inh -0.054.
Screening COCCN1Cc2cccc(C(=O)NCc3ccccn3)c2C1=O returned Cav3 T inh -0.069.
Cc1nc(SCC(=O)NC(=O)NCc2ccccc2)nc(C)c1C was read as Cav3 T inh -0.97.
For Fc1cccc(CSc2nc3ncccc3[nH]2)c1 the results were Cav3 T inh 0.12.
CC(C(=O)NCc1cccs1)n1cccc1 (configuration not stated) was read as Cav3 T inh 0.17.
Screening Cc1cc(Br)c2c(c1)=C(c1sc(N3CCCCCC3)nc1O)C(=O)N=2 returned Cav3 T inh 0.39.
For CCC1=C(OC(=O)N(CC)CC)N2C(=O)OC(=NCCc3c[nH]c4ccccc34)[C@]2(Cc2ccccc2)[C@H]2C1=CC[C@H]1C(=O)NC(=O)[C@H]12 the results were Cav3 T inh -2.2.
Cc1ccccc1NS(=O)(=O)c1cc(S(C)(=O)=O)ccc1Cl was read as Cav3 T inh 1.5.
`CCOc1ccccc1NC(=O)CSc1ncnc2c1oc1ccccc12` gave Cav3 T inh -0.93.
Screening COc1cccc(C(=O)N/N=C/c2cn[nH]c2-c2ccc(OC)cc2OC)c1 returned Cav3 T inh 0.0075.
Cc1ccc(C(c2sc3nc(C)nn3c2O)N2CCN(C(=O)c3ccco3)CC2)cc1 (configuration not stated) was read as Cav3 T inh 0.46.
`CCOC(=O)CSc1ncnc2c1nnn2-c1ccc(F)cc1` gave Cav3 T inh 0.35.
COCc1cc(=O)n2[nH]c(C(F)(F)F)nc2n1 was read as Cav3 T inh -0.68.
CSc1nc2ccc(NC(=O)C3CC(=O)N(Cc4ccco4)C3)cc2s1 (configuration not stated) was read as Cav3 T inh 0.22.
CCOC(=O)c1cccnc1SCc1cc(=O)n2ccccc2n1 was read as Cav3 T inh -0.6.
For O=C(c1ccc([N+](=O)[O-])cc1)N(Cc1ccc(Br)cc1)N1C(=O)CCCC1=O the results were Cav3 T inh -0.72.
CCCCn1nnnc1SCC(=O)c1ccc(C)c(C)c1 was read as Cav3 T inh -3.3.
`CCC(C)NC(=O)CSC1=Nc2ccccc2C2=NC(CCC(=O)NCc3ccco3)C(=O)N12` (configuration not stated) gave Cav3 T inh 0.16.
O=C1[C@@H]2CSCN2C(=O)CN1CCc1cccc(F)c1 was read as Cav3 T inh 0.13.
CCc1ccc(OCC(O)CNC(C)(C)C)cc1 (configuration not stated) was read as Cav3 T inh 0.96.
Screening Cc1occc1C(=O)N/N=C/c1c[nH]c2ccccc12 returned Cav3 T inh -0.65.
`Fc1ccc(CSc2nncn2NCc2ccccc2)cc1` gave Cav3 T inh 0.43.
Screening CC(C)CNC(=O)c1cc(-c2ccc(Cl)c(Cl)c2)on1 returned Cav3 T inh 0.0081.
COCCCn1c(SCC(=O)Nc2nc3ccccc3s2)nnc1-c1ccoc1C was read as Cav3 T inh -0.88.
CNc1cc(C)nc(-n2nc(C)cc2C)n1 was read as Cav3 T inh -0.021.
c1ccc2nc(-c3ccncc3)ccc2c1 was read as Cav3 T inh 0.29.
Screening CCCCc1ccc(NC(=O)C2CCCO2)cc1 (configuration not stated) returned Cav3 T inh -0.61.
For COc1ccccc1NC(=O)C1(C)Cc2ccccc2C(=O)O1 (configuration not stated) the results were Cav3 T inh 0.67.
`CN1C(=O)C(=O)N(CC(=O)N2CCc3ccccc32)C1=O` gave Cav3 T inh 0.11.
`Cc1ccnc(N2CCC(C(=O)Nc3ccc4c(c3)CCC4)CC2)n1` gave Cav3 T inh -3.6.
For CNC(=O)c1nn(-c2ccccc2)ccc1=O the results were Cav3 T inh 0.022.
`COC(=O)c1ccccc1NC(=O)c1ccc(-c2ccccc2F)o1` gave Cav3 T inh 0.12.
For Cc1cc(C)cc(OCC(=O)N(Cc2cccs2)C2CCS(=O)(=O)C2)c1 (configuration not stated) the results were Cav3 T inh 0.37.
`CCOC(=O)c1ccc(NS(C)(=O)=O)cc1` gave Cav3 T inh -0.94.
Screening COc1cccc(NC(=O)CNC(C)CCC(C)C)c1 (configuration not stated) returned Cav3 T inh -1.9.
Screening Cc1ccc(O)c(C(=O)c2cnc3c(c2)COc2ccc(C)cc2-3)c1 returned Cav3 T inh -0.5.
`O=C(c1cccc(S(=O)(=O)N2CCOCC2)c1)N1CCCCCC1` gave Cav3 T inh -0.83.
`O=C(C1=C[C@@H](C2CC2)C[C@@H](OCc2ccc(CO)cc2)O1)N1CCN(Cc2ccc3c(c2)OCO3)CC1` gave Cav3 T inh -0.08.
For CCOC(=O)c1ccc2c(c1)nc(C1CCN(S(=O)(=O)c3cccs3)CC1)n2CC the results were Cav3 T inh -1.4.
Screening Cc1nn(C)c(C)c1CN(C)S(=O)(=O)c1ccc(F)cc1 returned Cav3 T inh -1.1.
CCOC(=O)/C(C#N)=C/c1ccc(OCC(=O)Nc2ccc(OC)cc2)c(OC)c1 was read as Cav3 T inh 1.2.
`Cc1cc(SCC(=O)N/N=C/c2ccc(O)c(O)c2)c(C)cc1Br` gave Cav3 T inh 0.37.
Cc1ccc(C)n1-c1ccc2c(c1)COC2=O was read as Cav3 T inh -0.053.
For Cc1cc(C)c(S(=O)(=O)N2CCOC2CNC(=O)C(=O)NCc2ccco2)c(C)c1 (configuration not stated) the results were Cav3 T inh 0.81.
Screening CCOC(=O)c1c(C)[nH]c(C(=O)CN2C(=O)NC(CC)(c3ccccc3)C2=O)c1C (configuration not stated) returned Cav3 T inh -5.7*.
COc1ccc(OC)c(N2C(=O)[C@@H]3C(c4ccccc4Cl)=NO[C@@H]3C2=O)c1 was read as Cav3 T inh 0.28.
Screening COc1cccc(C2=NOC(C(=O)N3CCOCC3)C2)c1 (configuration not stated) returned Cav3 T inh 1.2.
For Cc1c(NC(=O)c2cccc(S(=O)(=O)N3CCOCC3)c2)c(=O)n(-c2ccccc2)n1C the results were Cav3 T inh -0.047.
Cc1oc2c(c(=O)c1C)C(=O)CC(c1ccccc1)C2 (configuration not stated) was read as Cav3 T inh 0.31.
For CC(=O)NCN1CCN(CNC(C)=O)CC1 the results were Cav3 T inh 0.043.
Screening Cn1c(-c2ccc(F)cc2)cnc1NCc1ccc(C#N)cc1 returned Cav3 T inh 0.95.
COc1cccc(C(=O)Nc2cc(C)c3c(=O)oc4ccccc4c3n2)c1 was read as Cav3 T inh 1.4.
`COc1ccccc1N1CCN(C/C=C/c2ccc(N(C)C)cc2)CC1` gave Cav3 T inh -0.63.
`COc1ccccc1NS(=O)(=O)c1ccc(OC)c(OC)c1` gave Cav3 T inh 1.7.
Screening CCOc1ccc2nc(NC(=O)CN3CCC(n4nnc5cc(C(F)(F)F)ccc54)CC3)sc2c1 returned Cav3 T inh -0.43.
For Cc1cc(Nc2ccc(F)cc2C)n2nc(C)nc2n1 the results were Cav3 T inh -2.9.
O=C(/C(=C/c1ccccc1)c1ccccc1)N1CCCCC1 was read as Cav3 T inh -2.2.

Reprinted at random: 4 records from the list, in no set order.
For Cc1cc(Nc2ccc(F)cc2C)n2nc(C)nc2n1 the results were Cav3 T inh -2.9.
`COc1ccccc1NS(=O)(=O)c1ccc(OC)c(OC)c1` gave Cav3 T inh 1.7.
COc1cccc(C(=O)Nc2cc(C)c3c(=O)oc4ccccc4c3n2)c1 was read as Cav3 T inh 1.4.
For Cc1c(NC(=O)c2cccc(S(=O)(=O)N3CCOCC3)c2)c(=O)n(-c2ccccc2)n1C the results were Cav3 T inh -0.047.

(next part)
Screening C=CCn1c(=O)c2ccccc2n2c(Sc3nnnn3-c3ccccc3)nnc12 returned Cav3 T inh 2.5.
`Cc1ccccc1NC(=O)c1ccc(F)c(S(=O)(=O)N2CCN(c3ccccn3)CC2)c1` gave Cav3 T inh -0.46.
For CC(=O)COc1ccc2c3c(c(=O)oc2c1)CCCC3 the results were Cav3 T inh 0.38.
`O=C(NC(C(=O)O)c1ccccc1)c1ccccc1` (configuration not stated) gave Cav3 T inh 0.15.
Screening CS(=O)(=O)N1CCN(c2c(Cl)cccc2[N+](=O)[O-])CC1 returned Cav3 T inh -0.53.
`C[C@H](CCC(=O)O)[C@H]1CC[C@H]2[C@@H]3C(=O)C[C@@H]4CC(=O)CC[C@]4(C)[C@H]3CC(=O)[C@]12C` gave Cav3 T inh -0.99.
For COCCOC(=O)C1=C(C)NC(=O)NC1c1ccc(Cl)cc1 (configuration not stated) the results were Cav3 T inh 0.87.
Screening O=C(NCCN1CCOCC1)C1CCN(c2nc3ccccc3o2)CC1 returned Cav3 T inh 0.29.
O=C(O)C1CCN(S(=O)(=O)N2CCOCC2)CC1 was read as Cav3 T inh 0.34.
Screening Cn1c(=O)cc(SCC(=O)N2CCCC2)c2ccc(Cl)cc21 returned Cav3 T inh 0.41.
Screening COc1ccc(C(C(=O)NC2CCCCC2)N(Cc2cccs2)C(=O)Cc2c[nH]c3ccccc23)cc1OC (configuration not stated) returned Cav3 T inh -3.4.
`COC(=O)c1ccc2[nH]c(C)cc(=O)c2c1` gave Cav3 T inh -0.84.
For O=S(=O)(Nc1nccs1)c1ccc(Cl)cc1 the results were Cav3 T inh -3.4*.
COc1ccc2c(Cl)c(C(=O)NC3CCS(=O)(=O)C3)sc2c1 (configuration not stated) was read as Cav3 T inh -0.31.
For C/C=C/C=C/C(=O)N1CC2(CC(c3cccc(NC(=O)CCCCC)c3)=NO2)C[C@H]1C(N)=O (some centres not stated) the results were Cav3 T inh -0.3.
`COc1ccc(C(C(=O)NC2CCCCC2)N(C(=O)CCCC(=O)Nc2ccccn2)c2ccc3c(c2)OCCO3)cc1` (configuration not stated) gave Cav3 T inh -1.7.
Screening Cc1occc1C(=O)Nc1ccc2c(c1)OCO2 returned Cav3 T inh 0.21.
For COc1ccc(CCN2C(=O)C3C4CC(C5C(C(=O)NN)=NOC45)C3C2=O)cc1OC (configuration not stated) the results were Cav3 T inh 0.28.
Cc1cc(C)nc(Nc2ncc(O)n2-c2ccc(C)c(Cl)c2)n1 was read as Cav3 T inh -0.2.
C=CCn1c(CCCNC(=O)C(C)(C)C)nc2ccccc21 was read as Cav3 T inh -0.1.
O=C(c1ccccc1)N1CCN(Cc2c[nH]c3ccccc23)CC1 was read as Cav3 T inh 0.81.
Screening O=C(OCC(=O)N1CCN(c2ccccc2)CC1)c1ccccn1 returned Cav3 T inh 0.044.
Screening COCCNC(=O)C1CCC(Cn2c(=S)[nH]c3ccccc3c2=O)CC1 (configuration not stated) returned Cav3 T inh 0.85.
For S=c1[nH]nc(-c2cccnc2)o1 the results were Cav3 T inh 0.33.
Screening Cc1n[nH]c(C)c1S(=O)(=O)N1CCC(C(=O)N2CCn3c2nc2ccccc23)CC1 returned Cav3 T inh 0.31.
N#Cc1nc(Cc2cccc3ccccc23)oc1N1CCCCC1 was read as Cav3 T inh -0.13.
O=C(O)Cc1nc2nc3c(c(=O)n2[nH]1)CCCC3 was read as Cav3 T inh 0.35.
For COC(=O)c1[nH]c2ccc(Cl)cc2c1NC(=O)Oc1ccccc1 the results were Cav3 T inh -0.053.
`O=C(O)C1CSCN1S(=O)(=O)c1cccc2nsnc12` (configuration not stated) gave Cav3 T inh -1.6.
CCOc1ccc(CCNC(=O)CCCN2C(=O)c3ccccc3C2=O)cc1OCC was read as Cav3 T inh 0.59.
For COc1ccc(N(CC(=O)NC2CCCC2)C(=O)Cn2nnc(-c3ccc(F)cc3)n2)cc1OC the results were Cav3 T inh -3.5.
`COc1ccc(S(=O)(=O)Cc2ccc(C(=O)NC3CCCC3)o2)cc1` gave Cav3 T inh 0.36.
`O=C(O)/C=C1\NC(=O)c2ccccc21` gave Cav3 T inh -0.33.

Among those listed so far, these have a thiophene ring, fused or not:
`CC1CCCC(NC(=O)COC(=O)Cc2ccsc2)C1C` (configuration not stated) gave Cav3 T inh 0.21.
`O=C(Nc1ncc(Cc2ccccc2)s1)c1cccs1` gave Cav3 T inh -0.054.
CC(C(=O)NCc1cccs1)n1cccc1 (configuration not stated) was read as Cav3 T inh 0.17.
For Cc1cc(C)cc(OCC(=O)N(Cc2cccs2)C2CCS(=O)(=O)C2)c1 (configuration not stated) the results were Cav3 T inh 0.37.
For CCOC(=O)c1ccc2c(c1)nc(C1CCN(S(=O)(=O)c3cccs3)CC1)n2CC the results were Cav3 T inh -1.4.
Screening COc1ccc(C(C(=O)NC2CCCCC2)N(Cc2cccs2)C(=O)Cc2c[nH]c3ccccc23)cc1OC (configuration not stated) returned Cav3 T inh -3.4.
COc1ccc2c(Cl)c(C(=O)NC3CCS(=O)(=O)C3)sc2c1 (configuration not stated) was read as Cav3 T inh -0.31.
